# ERp5 inh – blocks human ERp5 reductase activity on insulin; Q15084; ERp5 insulin aggregation, absorbance 650 nm, 90 min; inhibition, % at 9.99 µM; actives 0.05% (n = 350,000); AID 651711;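 active = mean replicate inhibition above about 25%, with every replicate also reaching it, limit read from the data, passing the limit was not always enough; inconclusive = only one of those two criteria met; inactive = neither criterion met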
# PglD inh – blocks C. jejuni PglD acetyltransferase activity; actives 0.098% (n = 360,000); purified PglD enzyme, DTNB colorimetric CoA detection; inhibition, % at 12.5 µM; AID 602405; in the data active = inhibition above about 16%, passing the limit was not always enough; inconclusive = no clear call, values can overlap the other calls; also: strong numbers were not always called active
# E-selectin induc – E-selectin induction on HUVECs | actives 0.37% (n = 260,000) | HUVEC E-selectin immunofluorescence imaging; normalized: neutral wells 0, TNF-alpha wells 100 | activation, % at 7.58 µM | AID 686992;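 active = mean E-selectin-positive cell signal at least 10% of the positive control, reached in at least 60% of replicates, without over 20% cell loss; inconclusive = no rule given, readout overlaps actives, possibly toxicity-flagged; inactive = the rest, including those meeting only one limit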;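 also: in these data hits start at about 27%; measured in HUVEC primary endothelial cells; signal is the percent of cells scored E-selectin positive by PE staining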
# Target sequence (P16581 whole entry, looked up): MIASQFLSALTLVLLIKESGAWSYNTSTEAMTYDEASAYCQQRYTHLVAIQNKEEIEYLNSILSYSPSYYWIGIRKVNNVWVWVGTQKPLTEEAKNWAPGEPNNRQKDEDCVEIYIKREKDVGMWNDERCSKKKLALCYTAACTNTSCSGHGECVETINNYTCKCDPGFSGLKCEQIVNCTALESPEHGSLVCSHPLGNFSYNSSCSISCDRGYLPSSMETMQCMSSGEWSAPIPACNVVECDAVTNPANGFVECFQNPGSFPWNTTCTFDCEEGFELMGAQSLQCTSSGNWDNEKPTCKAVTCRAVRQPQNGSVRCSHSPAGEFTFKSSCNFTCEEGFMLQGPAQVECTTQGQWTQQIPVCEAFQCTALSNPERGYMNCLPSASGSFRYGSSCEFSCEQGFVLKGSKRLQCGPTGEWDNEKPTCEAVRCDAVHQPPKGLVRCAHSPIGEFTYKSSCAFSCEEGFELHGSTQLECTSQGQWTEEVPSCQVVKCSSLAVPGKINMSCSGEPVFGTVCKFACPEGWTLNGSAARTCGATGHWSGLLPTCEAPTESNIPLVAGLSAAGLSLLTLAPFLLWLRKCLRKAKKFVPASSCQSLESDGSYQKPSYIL
#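 System: HUVEC, human umbilical vein endothelial cells; quantity: 3,000 cells/well; buffer or medium: EGM-2 medium, gelatin-coated wells; dosing: single-point compound dose; detection: immunofluorescence imaging; evaluation: % PE-positive cells; benchmarks: TNF-alpha, DMSO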
# DENV2 CPE rescue – inhibitors of DENV2 cytopathic effect; actives 1.7% (n = 350,000); DENV2-infected cells, cytopathic effect rescue, plate reader; CPE inhibition, % at 9.99 µM; in the data active = CPE inhibition above about 20%, passing the limit was not always enough; inconclusive = no clear call, values can overlap the other calls; tested in BHK-21 cells;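 also: 0% = median of neutral control wells and 100% = median of positive control wells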
# C2C12 statin – suppression of simvastatin myotoxicity | rescue of ATP level, % at 7.49 µM | actives 0.78% (n = 330,000) | C2C12 myotubes + simvastatin, ATP luminescence, 48 h; scaled: DMSO 0, geranylgeraniol control 100;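 active = mean ATP rescue above about 67%, or every replicate alone reaching that limit, limit read from the data, passing the limit was not always enough; inconclusive = no clear call, values can overlap the other calls; inactive = mean under the limit and some replicate under it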;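 also: myotubes were challenged with 10 µM simvastatin during compound exposure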
# S100A4 MyoIIA – inhibitors of human S100A4 binding to myosin IIA peptide. inhibition, % at 10.7 µM. actives 0.14% (n = 360,000). P26447. S100A4/TAMRA-MyoIIA peptide fluorescence polarization;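 active = mean inhibition of at least 70% across replicates, with every replicate also reaching that level; inconclusive = mean inhibition reaches 70% but some replicates fall short; inactive = mean inhibition below 70%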
# Target sequence (P26447 whole entry, looked up): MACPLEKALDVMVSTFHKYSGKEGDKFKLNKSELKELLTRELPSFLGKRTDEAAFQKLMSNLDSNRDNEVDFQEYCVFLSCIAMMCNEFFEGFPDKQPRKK
#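 Material: S100A4 monomer (human). Medium: Calcium-containing HEPES buffer, pH 7.2. Probe or stimulus: labelled myosin peptide probe, 5 nM. Compound dosing: one concentration per compound. Timing: polarization read 5 min after assay mix addition, stable 5–60 min. Benchmarks: DMSO as neutral control, TFP as positive control.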
# SIRT5 inh – sirtuin-5 (human) deacylase inhibition; inhibition, % at 15 µM; actives 1.1% (n = 330,000); Purified SirT5, succinyl-peptide AMC, trypsin-coupled fluorescence; Q9NXA8; in the data active = inhibition above about 15%; inconclusive = no clear call, values can overlap the other calls
# Target sequence (Q9NXA8 whole entry, looked up): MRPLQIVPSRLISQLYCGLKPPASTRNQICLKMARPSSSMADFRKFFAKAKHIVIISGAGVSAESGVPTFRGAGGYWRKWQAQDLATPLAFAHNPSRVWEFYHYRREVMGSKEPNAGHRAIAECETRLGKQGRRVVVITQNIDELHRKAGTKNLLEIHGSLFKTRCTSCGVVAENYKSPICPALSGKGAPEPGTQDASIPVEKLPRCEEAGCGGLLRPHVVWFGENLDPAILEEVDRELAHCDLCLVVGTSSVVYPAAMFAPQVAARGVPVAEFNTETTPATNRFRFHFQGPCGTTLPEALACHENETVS
# * = called active by the depositor; ? = inconclusive; · = no result given. A portion of the library; rates above refer to the full screens.
SMILES,ERp5 inh,PglD inh,E-selectin induc,DENV2 CPE rescue,C2C12 statin,S100A4 MyoIIA,SIRT5 inh
CCOC(=O)CSCC(=O)Nc1cc(C)ccc1C,3,·,·,6,-21,-4,2
COc1cc2oc(=O)cc(-c3ccc(-c4ccc(O)cc4)cc3)c2c(OC)c1OC,-3,-4,·,1,-11,-1,0
COc1ccc(S(=O)(=O)N(C)C[C@H]2Oc3ccc(NS(=O)(=O)c4ccccc4)cc3C(=O)N([C@H](C)CO)C[C@H]2C)cc1,·,1,0.2,·,-14,·,·
O=C(CC1CCCCC1)NCc1ccco1,8,·,0.0,-1,·,0,-5
Cc1ccc(-n2c(C)c(C)c3c(NCCCO)ncnc32)cc1,0,0,·,-2,-45,-14,1
O=C(c1cccc(F)c1)N1CCCCN2[C@@H](CO)[C@H](c3ccc(-c4ccc(F)cc4)cc3)[C@@H]2C1,1,-5,·,-5,·,-6,4
C[C@H](CO)N1C[C@H](C)[C@H](CN(C)C(=O)Nc2ccccc2)Oc2ccc(NC(=O)C3CC3)cc2CC1=O,0,-6,-15,6,0,4,-1
CN(C)c1ccc2c(c1)[C@@H]1C[C@@H](CC(=O)N3CCOCC3)O[C@@H](CO)[C@@H]1O2,-2,0,0.5,10,-11,27,2
CN(CC(=O)Nc1sccc1C#N)Cc1ccccc1,7,-3,·,10,·,1,-3
CCOc1ccccc1NC(=O)C1=C(C)NC(=O)NC1c1cccc(OC)c1OC (configuration not stated),0,-1,·,-1,34,-3,1
COc1ccc(S(=O)(=O)Nc2ccccn2)cc1,1,-2,-0.1,7,6,0,-2
Cc1cc(C)c([N+](=O)[O-])cc1NC(=O)CCSc1ccccc1Cl,-4,7,-0.1,·,·,-8,-4
Cc1cc(C)nc(SC/C=C/c2ccccc2)n1,-1,-1,·,1,-6,-10,-3
O=C(O)c1ccc(S(=O)(=O)N2CCC(n3nnc4cc(C(F)(F)F)ccc43)CC2)cc1,3,3,-0.1,8,-18,-1,-4
C[C@@H]1CN([C@@H](C)CO)C(=O)Cc2cc(NC(=O)Nc3cccc4ccccc34)ccc2O[C@H]1CN(C)C(=O)Nc1cccc2ccccc12,-3,·,0.7,45*,·,-9,2
C=CCNC(=O)c1ccc(Cn2cc(C(F)(F)F)ccc2=O)cc1,5,-2,·,1,8,-2,-1
COc1ccc(NC(=O)N(C)C[C@@H]2OCCCC[C@H](C)Oc3ccc(NS(=O)(=O)c4cn(C)cn4)cc3C(=O)N([C@H](C)CO)C[C@@H]2C)cc1,17,1,-0.1,-13,·,5,-1
O=C(NCC1CC1)[C@]1(C(F)(F)F)C[C@H](CCC2CCCCC2)CCCO1,0,0,-0.6,18,-19,-4,·
Cc1nc2c3ccccc3nc(NNC(=O)CCC(=O)N3CCN(c4ccc(F)cc4)CC3)n2n1,-5,3,5.1,-5,8,3,-1
CN(C)S(=O)(=O)c1ccc(Cl)c(NC(=O)CNC2(C)CCS(=O)(=O)C2)c1 (configuration not stated),-2,0,0.3,6,-5,5,4
Cc1cc(OCc2nc(-c3cccs3)no2)cc(C)c1Cl,1,-8,1.8,5,-11,-4,-3
CN(C)CC(=O)N1CCc2ccccc2C1,-4,·,·,-4,·,4,·
COc1ccc(NC(=S)NC(=O)/C=C/c2ccccc2)cc1,0,7,-0.9,38*,5,-3,1
Cc1ccc(S(=O)(=O)N(C)C[C@H]2Oc3ccc(NC(=O)Nc4ccccc4)cc3CC(=O)N([C@H](C)CO)C[C@@H]2C)cc1,4,-2,·,-12,-78,-65,3
CC1(C(=O)NCc2cccs2)Cc2c(-c3ccccc3)ccnc2O1 (configuration not stated),7,2,0.4,-4,5,-7,11
Cc1cn([C@H]2C[C@H](O)[C@@H](CCC(=O)NCc3ccc4c(c3)OCO4)O2)c(=O)[nH]c1=O,-12,4,0.0,16,8,0,1
CCc1nn(CC(=O)NCCC2=CCCCC2)c(=O)c2cc3cc(F)ccc3n12,-9,-4,·,4,6,1,0
COc1ccc(NC(=O)Nc2ccc3c(c2)[C@H]2C[C@@H](CC(=O)N4CCN(C)CC4)O[C@H](CO)[C@H]2O3)cc1,-3,-1,0.4,-1,0,-10,·
Cc1ccc(NC(=S)N(CCN2CCOCC2)Cc2ccccc2F)cc1Cl,1,3,-1.3,-1,-14,26,2
COc1cc(F)ccc1-c1cc(C(=O)NCc2cc(C(F)(F)F)cc(C(F)(F)F)c2)[nH]n1,0,-4,-0.8,?,-9,-6,·
C[C@@H]1CN([C@@H](C)CO)C(=O)c2cc(Br)cnc2O[C@@H]1CN(C)C(=O)Nc1ccccc1,-1,0,-0.1,2,28,14,2
CC(C)C#Cc1ccc2c(c1)O[C@@H](CN(C)C(=O)CC1CC1)[C@H](C)CN([C@@H](C)CO)S2(=O)=O,16,0,-1.0,-3,-25,3,6
COc1ccc(C(=O)NNC(=O)C(=O)Nc2ccc(C)cc2)cc1,2,5,·,-10,·,-13,6
C=CC(C)(O)CCCC(C)CCCC(C)CCCC(C)C (configuration not stated),0,1,·,-3,2,-1,·
Cc1cc([N+](=O)[O-])c(C)cc1-c1ccc(/C=N/NC(=O)Cn2nnnc2N)o1,-7,·,·,-3,·,-5,-1
O=C(Cn1c(=O)oc2cc(S(=O)(=O)N3CCCC3)ccc21)N1CCN(C2CCCCC2)CC1,1,0,0.3,2,-4,0,·
O=C(CNC(=O)c1ccccc1F)N/N=C/c1cc(Br)ccc1OCc1ccccc1,1,-15,·,-6,·,-4,-4
Cc1c(N(C(=O)CNC(=O)c2ccccc2)C2(C(=O)NC3CCCCC3)CCCCC2)c(=O)n(-c2ccccc2)n1C,3,1,3.7,-1,-5,-2,-1
CCOc1ccc2c(c1)C(N(CCN1CCOCC1)C(=S)Nc1ccccc1OC)CC(C)(C)O2 (configuration not stated),6,·,5.8,1,0,-1,-2
CC(C)NC(=O)N1[C@H](CO)[C@@H]2c3ccccc3N(C(=O)C3CCCCC3)C[C@@H]21,1,-1,-0.1,9,-2,6,-4
Cc1ccc(-c2nc(Nc3cccc(C)c3)sc2CC(=O)O)cc1,3,-2,4.3,4,1,-18,0
N/C(=N\S(=O)(=O)c1cccs1)c1ccccc1Cl,3,-4,·,-4,2,-1,5
CC(=O)N(c1ccccc1)C1SC(=O)N(c2ccccc2)C1=O (configuration not stated),1,·,·,0,·,-6,3
CSCCC(NC(=O)c1ccc(Cl)cc1Cl)C(=O)N1CC(C)OC(C)C1 (configuration not stated),3,-4,0.0,4,0,-6,-2
CN1C(=O)c2cc(NC(=O)Cc3cccs3)ccc2OC[C@H]2O[C@H](CC(=O)N[C@@H]3CCN(Cc4ccccc4)C3)CC[C@@H]21,0,5,0.1,6,0,-1,-1
CCOc1ccc(C(=O)OCC(=O)Nc2cccnc2Cl)cc1OCC,2,-1,·,3,30,-2,-1
Cc1ccc(S(=O)(=O)N(C)C[C@H]2OCCCC[C@H](C)Oc3ccc(NC(=O)Nc4ccc5c(c4)OCO5)cc3C(=O)N([C@@H](C)CO)C[C@@H]2C)cc1,-2,0,·,3,·,2,0
CC(C)(C)Nc1nc(SCC(=O)Nc2ccccc2)nc(N2CCOCC2)n1,4,·,-0.1,3,·,-1,3
C[C@@H]1CCCCO[C@H](CN(C)Cc2ccc(Cl)c(Cl)c2)[C@@H](C)CN([C@H](C)CO)C(=O)c2cc(NC(=O)CCC(F)(F)F)ccc2O1,0,-1,-0.2,-1,·,8,2
O=C(CCCOc1ccccc1)NCCc1ccccc1,7,·,·,6,·,-2,-2
COc1ccc(S(=O)(=O)Nc2ccc3c(c2)C(=O)N([C@@H](C)CO)C[C@@H](C)[C@@H](CN(C)S(=O)(=O)c2ccc(F)cc2)O3)cc1,9,1,0.0,6,·,-15,3
CN1C[C@H]2[C@@H](c3ccccc31)[C@@H](CO)N2C(=O)C1CC1,0,-3,0.0,-14,21,-4,-1
CS(=O)(=O)N1CCN(C(=O)NC2CCCCC2)CC1,-9,·,·,0,·,1,-1
Cc1cccc(NC(=O)/C(C#N)=C/c2ccccc2Cl)n1,3,9,·,8,1,-1,1
CN(Cc1ccco1)C(=O)CSc1nn2c(=O)c(C(C)(C)C)nnc2s1,-1,2,-0.7,-1,-9,-1,3
CN1C(=O)c2cc(NC(=O)c3ccc(Cl)cc3)ccc2OC[C@H]2O[C@@H](CC(=O)NCc3cccc(F)c3)CC[C@H]21,6,1,0.2,-4,-41,8,-5
COc1ccc(-n2nc(C(=O)NCC(=O)NCCCN3CCN(C)CC3)c3ccccc3c2=O)cc1OC,2,-6,·,9,-1,-4,-1
CO[C@@H]1CN(C)C(=O)c2ccc(NC(=O)Nc3cccc(Cl)c3)cc2OC[C@H](C)NC[C@@H]1C,2,15,0.3,-3,-8,11,2
O=C(Nc1ccc(S(=O)(=O)N2CCOCC2)cc1)c1ccccc1F,2,7,·,3,-12,1,-4
Cc1ccc(CC(=O)O/N=C(\N)c2cccc([N+](=O)[O-])c2)cc1,5,·,·,-3,·,8,1

# An excerpt of these results, with values under each structure:
# Below each compound: ERp5 inh	PglD inh	E-selectin induc	DENV2 CPE rescue	C2C12 statin	S100A4 MyoIIA	SIRT5 inh
Cc1ccc(S(=O)(=O)N(C)C[C@H]2OCCCC[C@H](C)Oc3ccc(NC(=O)Nc4ccc5c(c4)OCO5)cc3C(=O)N([C@@H](C)CO)C[C@@H]2C)cc1
    -2	0	·	3	·	2	0
CO[C@@H]1CN(C)C(=O)c2ccc(NC(=O)Nc3cccc(Cl)c3)cc2OC[C@H](C)NC[C@@H]1C
    2	15	0.3	-3	-8	11	2
CN1C(=O)c2cc(NC(=O)Cc3cccs3)ccc2OC[C@H]2O[C@H](CC(=O)N[C@@H]3CCN(Cc4ccccc4)C3)CC[C@@H]21
    0	5	0.1	6	0	-1	-1

# Following part:
SMILES,ERp5 inh,PglD inh,E-selectin induc,DENV2 CPE rescue,C2C12 statin,S100A4 MyoIIA,SIRT5 inh
CC1=NNC(=O)C1CC(=O)N/N=C/c1ccncc1 (configuration not stated),2,·,2.4,-1,-3,-3,0
C#Cc1ccc(CN2CCC(Oc3ccc(C(=O)NCc4ccccn4)cc3)CC2)cc1,6,-1,-0.1,9,1,4,-2
Cc1ccc(-c2c(C(=O)N/N=C/c3cccnc3)nnn2-c2nonc2N)cc1,6,-3,0.7,-2,16,1,-2
O=C(NCc1ccco1)C1CCN(S(=O)(=O)Cc2ccccc2)CC1,-6,-1,·,-2,-3,2,-1
C[C@H](CO)N1C[C@H](C)[C@@H](CN(C)C(=O)c2ccc(F)cc2)Oc2ncc(-c3ccncc3)cc2C1=O,1,1,0.4,?,4,7,-5
Cc1c2cnn(CC(=O)N3CCOCC3)c(=O)c2c(C)n1Cc1ccc(F)cc1,3,-3,·,-1,7,-1,-4
C[C@@H]1CN([C@H](C)CO)C(=O)c2cc(NS(=O)(=O)c3cccs3)ccc2O[C@@H](C)CCCCO[C@@H]1CN(C)C(=O)C1CCCCC1,-5,6,0.1,-5,·,2,6
COc1cc(CCCN2CCNC[C@@H]2Cc2ccc(O)cc2)cc(OC)c1OC,-1,-1,-0.1,-3,-36,-3,-5
C[C@H](CO)N1C[C@H](C)[C@@H](CN(C)C(=O)Cc2ccncc2)Oc2cc(C#CC3CC3)ccc2S1(=O)=O,-1,0,0.0,2,-8,-31,-2
COc1ccccc1-n1ccn(CC(=O)Nc2ccc(C)cc2Cl)c(=O)c1=O,2,4,0.0,-1,7,-7,-8
CCOC(=O)COc1c(OC)cc(Cl)cc1C1Nc2ccccc2C(=O)N1c1ccccc1 (configuration not stated),2,-2,·,-1,5,-4,-9
O=C(C[C@@H]1C[C@@H]2c3cc(NS(=O)(=O)c4ccc(F)cc4)ccc3O[C@@H]2[C@@H](CO)O1)NCC1CC1,·,4,-0.3,-4,0,·,·

# Screening data (PubChem BioAssay)
